IEC-6 tox – IEC-6 cytotoxicity, counter-screen for KLF5 inhibitors; AID 1825; actives 0.78% (n = 290,000); inhibition, % at 5 µM; luminescence viability; in the data active = inhibition above about 22%;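 also: 0% = plate median of test compound wells and 100% = cytotoxic reference compound wells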
TRPC6 act – activators of mouse TRPC6 channel; Q61143; HEK293-TRPC6 membrane potential dye fluorescence; active compounds read high; B-score at 10 µM; actives 0.13% (n = 310,000); AID 2550;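 active = B-score of the integrated fluorescence ratio above library mean plus 3 SD, and starting fluorescence ratio within library mean plus 5 SD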;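 also: higher score means more depolarization so channel activation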
Target sequence (Q61143 whole entry, looked up): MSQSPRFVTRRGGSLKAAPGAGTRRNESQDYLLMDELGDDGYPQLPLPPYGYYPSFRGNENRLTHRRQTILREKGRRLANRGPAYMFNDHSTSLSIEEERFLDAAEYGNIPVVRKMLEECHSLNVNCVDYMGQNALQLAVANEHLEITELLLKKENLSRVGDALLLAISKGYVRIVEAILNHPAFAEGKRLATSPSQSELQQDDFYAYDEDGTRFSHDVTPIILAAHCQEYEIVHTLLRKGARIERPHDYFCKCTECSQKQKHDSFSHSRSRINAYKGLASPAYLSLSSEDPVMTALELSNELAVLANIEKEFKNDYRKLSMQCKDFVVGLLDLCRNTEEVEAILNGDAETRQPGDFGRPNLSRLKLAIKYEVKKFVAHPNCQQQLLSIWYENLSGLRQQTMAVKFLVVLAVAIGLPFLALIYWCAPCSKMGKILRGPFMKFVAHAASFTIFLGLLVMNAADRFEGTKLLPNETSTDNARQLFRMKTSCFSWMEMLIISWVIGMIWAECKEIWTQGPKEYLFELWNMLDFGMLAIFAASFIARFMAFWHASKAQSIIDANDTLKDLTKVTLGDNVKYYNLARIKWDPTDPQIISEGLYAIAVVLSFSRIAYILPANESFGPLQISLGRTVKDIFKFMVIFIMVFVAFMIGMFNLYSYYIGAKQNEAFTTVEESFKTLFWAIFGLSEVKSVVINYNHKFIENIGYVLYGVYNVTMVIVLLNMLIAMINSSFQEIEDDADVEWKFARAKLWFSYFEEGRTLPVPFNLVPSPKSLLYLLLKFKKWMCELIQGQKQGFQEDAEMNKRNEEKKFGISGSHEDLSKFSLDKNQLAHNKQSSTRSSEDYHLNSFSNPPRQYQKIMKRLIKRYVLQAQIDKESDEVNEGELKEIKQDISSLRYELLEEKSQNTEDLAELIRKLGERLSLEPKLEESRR
HIF activator – HIF pathway transcriptional activation; U2OS HRE-luciferase reporter, luminescence; normalized: DMSO 0%, desferrioxamine 100%; activation, % at 7.5 µM (by protocol); actives 0.32% (n = 300,000); AID 1910;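 active = mean activation of at least 10% of the iron chelator positive control signal, with at least half of replicates also reaching 10%; inconclusive = mean and replicate majority disagree about reaching 10%; inactive = mean and most replicates under 10%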
aSyn UTR inh – 5' untranslated region of α-synuclein, MLPCN primary screen. actives 0.82% (n = 300,000). alpha-synuclein 5'UTR reporter, inhibitor activity. inhibition, % (tested at 7.5 µM); in the data active = inhibition above about 60%; inconclusive = no clear call, values can overlap the other calls;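 also: H4 neuroglioblastoma cells stably carrying SNCA 5'UTR luciferase fusion; 0% = DMSO wells and 100% = positive control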
SKKanGAS inh – inhibitors of SKKanGAS S. pyogenes growth in kanamycin (SK-promoter or general growth effect); actives 1.3% (n = 300,000); AID 1662; BacTiter-Glo, 6 h; inhibition, % at 7.5 µM;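 active = mean replicate score, as percent of positive control median, at least 50; inconclusive = mean below 50 but one replicate at or above 50; inactive = mean and every replicate below 50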;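 also: strain carries kanamycin resistance gene driven by streptokinase promoter and grows in 40 µg/ml kanamycin; loss of luminescence reflects streptokinase promoter inhibition or plain growth inhibition; 0% = median of DMSO wells and 100% = positive control at its reference dose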
TRPC4 inh – inhibitors of mouse TRPC4 channel | HEK293 TRPC4beta/mu-opioid, DAMGO-evoked Fluo4 calcium flux; active compounds read low | AID 2247 | Q9QUQ5 | actives 0.39% (n = 300,000) | B-score at 10 µM;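 active = B-score over 3 SD under the library average, no early fluorescence shift, positive overall ratio signal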
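Assay system: Stable TRPC4beta/mu-opioid receptor HEK293 cells | Reagent: DAMGO in two steps, submaximal then maximal | Compound dosing: Single concentration per test compound | Signal: Fluo4 Ca2+ flux fluorescence | Evaluation: Per-well B score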
TRPC4 PAM – TRPC4 (mouse) allosteric potentiation; HEK293 TRPC4beta/mu-opioid, DAMGO EC20, Fluo-4 Ca2+ flux; active compounds read high; Q9QUQ5; B-score at 10 µM; actives 0.42% (n = 310,000); AID 2227;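 active = B-score of calcium response area above 5 SD of library B-scores, with initial fluorescence ratio within 5 SD of library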;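 also: B-score of integrated fluorescence ratio over time as area under calcium response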
TRPC4 act – TRPC4 (mouse) channel activation | Q9QUQ5 | HEK293 TRPC4beta/mu-opioid, Fluo4 calcium fluorescence; active compounds read high | B-score at 10 µM | actives 0.49% (n = 310,000) | AID 2237;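 active = B-score above 5 SD of library B-scores, and initial fluorescence ratio not above library mean plus 5 SD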;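 also: positive B-score marks a calcium rise read as TRPC4 activation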
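Assay system: HEK293 stable line with TRPC4beta plus mu-opioid receptor. Times: dye 45 min RT, read 110 s. Measured by: kinetic Fluo4 calcium fluorescence. Measure: B score of integrated ratio. Controls: assay buffer as low control, maximal DAMGO as high control.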
MrgX1 antagonist – human MrgX1 receptor antagonism, primary screen; Q96LB2; MRGX1-HEK293 calcium flux, Fluo-4, BAM8-22 antagonism; active compounds read low; B-score at 10 µM; actives 1.3% (n = 310,000); AID 588676;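 active = calcium-response B-score plate-corrected more than 3 library SD below zero, starting fluorescence within 5 deviations, no agonist response on first addition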;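 also: peak minus trough fluorescence over baseline after final BAM8-22 challenge near maximal dose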
KLF5 inh – kruppel-like factor 5 inhibition | DLD-1 KLF5 promoter-luciferase reporter, luminescence | inhibition, % at 5 µM | actives 0.23% (n = 290,000);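 active = inhibition above a per-plate limit of that plate's mean compound inhibition plus 3 SD, cut at about 60% in these data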;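 also: 0% = DMSO wells and 100% = LY294002 at 200 µM; higher means less KLF5 promoter-driven luciferase light; inactives centre near -14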
TRPC6 inhibitor – blocks the mouse TRPC6 cation channel | Q61143 | HEK293-TRPC6, membrane potential dye, ACh-evoked depolarization; active compounds read low | B-score at 10 µM | actives 1.1% (n = 310,000) | AID 2553;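 active = B-score under library mean minus 3 SD, initial fluorescence not abnormally high, positive integrated signal ratio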;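 also: B-score derived from integrated fluorescence ratio over the kinetic read; more negative B-score means stronger inhibition of depolarization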
Active calls of the source: *; i = inactive; ? = inconclusive; . = not tested or not shown. Compounds as they come, and some 5.8% of all compounds hit somewhere here.

canonical_smiles,IEC-6 tox,TRPC6 act,HIF activator,aSyn UTR inh,SKKanGAS inh,TRPC4 inh,TRPC4 PAM,TRPC4 act,MrgX1 antagonist,KLF5 inh,TRPC6 inhibitor
CCOCCCNC(=O)C(c1ccc(Cl)cc1)N(Cc1cccs1)C(=O)c1ccccn1 (stereo not drawn),3,i,-0.7,-17,-5,i,i,i,i,-28,i
CC(C)NC(=S)Nc1c(N)[nH]c(=O)[nH]c1=O,-1,i,-0.6,10,-21,i,i,i,i,-5,i
CCOc1ccc(N/C(C)=C/C(=O)c2ccc(C)o2)cc1,-2,i,0.1,-79,-1,i,i,i,i,-14,i
CC(=O)c1c(C)[nH]c(C(=O)COC(=O)CCCOc2ccccc2)c1C,-1,i,-0.3,21,-21,i,i,i,i,-14,i
COc1ccc(CCNCC(O)COc2cccc(Br)c2)cc1 (stereo not drawn),-3,i,-0.2,-1,-7,i,i,i,i,-8,-5.5*
Cc1nc2ncnn2c(C)c1CCC(=O)N1CCN(Cc2ccccc2)CC1,2,i,-0.1,-9,-5,i,i,i,i,-16,i
CCN(Cc1nc(-c2ccc(Cl)cc2)no1)CC1CCCO1 (stereo not drawn),-6,i,0.6,-25,-3,i,i,i,i,-5,i
Cc1c(NS(=O)(=O)c2cc(C(=O)OCC(=O)N3CCC(C)CC3)ccc2Cl)c(=O)n(-c2ccccc2)n1C,1,i,1.6,5,-2,i,i,i,i,18,i
Cc1cc(C)n(-c2ccccc2[N+](=O)[O-])n1,1,i,0.1,-12,7,i,i,i,i,-5,i
CCOC(=O)c1cnc(SCC(=O)OCC(=O)N(CC)C2CCS(=O)(=O)C2)nc1N (stereo not drawn),.,i,1.2,9,-3,i,i,i,i,.,i
COCCn1c(C)cc(C(=O)CSc2nnc3ccccn23)c1C,-1,i,-1.7,55,-4,i,i,i,i,-74,i
N#Cc1ccccc1OCC(=O)C1CC1,1,i,0.9,-7,1,i,i,i,i,-2,i
CC(C)OC(=O)CC(=O)CSc1nc(-c2ccc(F)cc2)cc(-c2ccccc2)c1C#N,-5,i,-0.3,5,-19,i,i,i,i,-9,i
O=c1cc(/N=C/c2coc3cc(Br)ccc3c2=O)[nH]c(=S)[nH]1,0,i,-0.3,15,8,i,i,i,i,-16,i
COCCN(CCOC)C(=O)c1sc2nc(-c3ccccc3)cn2c1C,0,i,0.0,-2,5,i,i,i,i,-4,i
O=C(COC(=O)/C=C/c1cccc(F)c1)NNC(=O)c1ccccc1,-1,i,-0.2,-3,-10,i,i,i,i,-19,i
Cc1c(Cl)cccc1NC(=S)NCc1ccc2c(c1)OCO2,0,i,0.1,-3,3,i,i,i,i,-26,i
CCOC(=O)NC(=O)CSc1cc(C)c2cc(C)cc(C)c2n1,4,i,-0.2,1,1,i,i,i,i,-13,i
O=C(NCCCN1CCCC1=O)c1ccc(Cl)c(NS(=O)(=O)c2ccc(F)cc2)c1,-3,i,-1.1,7,0,i,i,i,i,-37,i
COc1ccc(C)c(-n2c(=O)n(Cc3ccccc3)c(=O)c3[nH]cnc32)c1,6,i,0.1,20,-3,i,i,i,i,-21,i
CCC(Oc1ccc(C)cc1)C(=O)Nc1ccc(S(=O)(=O)Nc2cc(C)on2)cc1 (stereo not drawn),-9,i,-0.3,25,3,i,i,i,i,-16,i
CCn1nc(C(=O)Nc2ccc3nc(C)sc3c2)c2ccccc2c1=O,1,i,0.6,22,-10,i,i,i,i,2,i
Cc1cc(OCC(=O)Nc2ccncc2)ccc1Br,-6,i,0.0,19,-8,i,i,i,i,-18,i
CC1=C(C(=O)Nc2cc(C(=O)N3CCC(C)CC3)ccc2C)SCCO1,-7,i,-0.6,4,7,i,i,i,i,12,i
CC(=O)OC(C(=O)NCCN1CCOCC1)c1c(F)cccc1F (stereo not drawn),-6,i,0.0,5,1,i,i,i,i,-35,i
Cc1cc(C)c(C(N)=O)c(Nc2cccc3ccccc23)n1,1,i,-0.6,19,6,i,i,i,i,2,i
CCCN(C(=O)C1CSC2(C)CCC(=O)N12)c1c(N)n(Cc2ccccc2)c(=O)[nH]c1=O (stereo not drawn),.,i,0.0,-2,0,i,i,i,i,.,i
CC(C)(C)c1csc(NC(=O)c2cccnc2Cl)n1,.,i,0.3,-30,1,i,i,i,i,.,i
Cc1ccc(/C=N/N=C2\SCC(=O)N2CC2CC2)cc1,2,i,-0.2,-14,-8,i,i,i,i,-4,i
O=C(c1cc2cc(Cl)cc(Cl)c2oc1=O)N1CCOCC1,-1,i,0.1,-2,1,i,i,i,i,7,i
CC(=O)Nc1ccc(NC(=O)Nc2ccccc2C)cc1,-2,i,0.7,-13,-2,i,i,i,i,1,i
c1coc(C2Nc3ccccc3C3OCCC23)c1 (stereo not drawn),-5,i,0.7,3,-17,i,i,i,i,-22,i
Cc1ccccc1C(=O)Nc1ccc2nc3n(c(=O)c2c1)CCCC3,-3,i,0.4,-18,-3,i,i,i,i,-54,i
CCOc1ccc(C(=O)NCc2cccnc2)cc1[N+](=O)[O-],6,i,0.1,-1,-3,i,i,i,i,-31,i
CC(C)CN(C(=O)CCC(=O)OCC(=O)N(C)c1ccccc1)c1c(N)n(CC(C)C)c(=O)[nH]c1=O,.,i,0.1,5,4,i,i,i,i,.,i
COc1ccc(CCNC(=O)CN(c2ccc(C)cc2)S(=O)(=O)c2c(C)noc2C)cc1OC,6,i,0.2,2,-1,i,i,i,i,10,i
COC(=O)C(O)(NC(=O)OCc1ccccc1)C(F)(F)F (stereo not drawn),-3,i,0.7,3,8,i,i,i,i,-14,i
Cc1ccc(NC(=O)N2CCc3ccccc32)cc1,5,i,0.6,-18,11,i,i,i,i,-49,i
Cc1c(CC(=O)NCC(=O)N[C@H](Cc2ccccc2)C(=O)O)c(=O)oc2cc(O)ccc12,1,i,-0.1,23,-3,i,i,i,i,-2,i
Clc1ccc(SCc2cn3cccnc3n2)cc1,7,i,1.8,-64,-1,i,i,i,i,-36,i
CC(NC(=O)c1ccccc1O)c1ccccc1 (stereo not drawn),5,i,-0.2,14,2,i,i,i,i,7,i
O=S(=O)(NCc1ccc(Cl)cc1)NCc1ccccc1F,-1,i,-0.1,6,13,i,i,i,i,-16,i
CCN(CC)S(=O)(=O)c1ccc(N2CCCCC2)c(NC(=O)C2=COCCO2)c1,.,14*,0.3,11,-4,i,i,i,i,.,-6*
N#Cc1ccc(-n2c(-c3ccccc3)nnc2-c2ccccc2)cc1C#N,5,i,0.2,-43,11,i,i,i,i,-38,i
Clc1ccccc1Cn1nnc2c(N3CCOCC3)nc(C3CC3)nc21,-3,i,-0.1,?,29,i,i,i,i,1,i
O=[N+]([O-])c1ccc(O)c(-c2nc(-c3ccccc3)c(-c3cccs3)[nH]2)c1,2,i,0.1,50,102*,i,i,i,i,8,i
COc1cccc(C(=O)Nc2ccccc2OC(F)(F)F)c1,7,i,-0.6,19,0,i,i,i,i,-3,i
COc1ccc(OCC(=O)Nc2ncc3c(n2)CC(C)(C)CC3=O)cc1,-1,i,0.0,-9,-11,i,i,i,i,-50,i
O=C(Nc1ccc(N2CCN(C(=O)c3ccco3)CC2)cc1)c1ccc(F)cc1,-4,i,0.6,-1,-2,i,i,i,i,-24,i
CN(Cc1ccccn1)Cc1cn(Cc2ccccc2)nc1-c1ccc2c(c1)OCO2,4,i,0.7,-4,9,i,i,i,i,-14,i

Other entries follow.
canonical_smiles,IEC-6 tox,TRPC6 act,HIF activator,aSyn UTR inh,SKKanGAS inh,TRPC4 inh,TRPC4 PAM,TRPC4 act,MrgX1 antagonist,KLF5 inh,TRPC6 inhibitor
COC1=C(C)C(O)=C(C(=O)/C=C/c2ccccc2)C(=O)C1(C)C,.,i,-0.3,-104,-3,i,i,i,i,.,i
CCc1ccc(NC(=O)CSc2nc3ccccc3c(=O)n2CCCC(=O)N2CCCC2)cc1,0,i,2.2,-11,3,i,i,i,i,-11,i
NS(=O)(=O)c1ccc(NC(=S)NC(=O)/C=C/c2cccs2)cc1,8,i,0.6,7,-2,i,i,i,i,-13,i
CCOCCCn1c(=S)[nH]c2cc(C(=O)NCCCN(CC)CC)ccc2c1=O,0,i,-0.4,8,-1,i,24*,i,i,-26,i
C=CCn1c(N2CCCCCC2)nc2c1c(=O)n(C)c(=O)n2C,0,i,0.1,33,2,i,i,i,i,-73,i
Cc1ccc(S(=O)(=O)N2CCN(CC(=O)N/N=C\c3ccc(Cl)c([N+](=O)[O-])c3)CC2)cc1,-2,i,1.5,9,2,i,i,i,i,11,i
O=C(O)c1ccccc1C(=O)NCCCn1ccnc1,-1,i,-1.6,-12,-2,i,i,i,i,-23,i
Cc1noc(C)c1CSCC(=O)Nc1ccc(S(=O)(=O)C(F)F)cc1,.,i,-3.5,7,-7,i,i,i,i,.,i
Nc1c(C(=O)Nc2ccc3c(c2)OCCO3)nnn1Cc1cccc(F)c1,.,i,4.2,-176,3,i,i,i,i,.,i
O=c1[nH]c(SCc2ccc([N+](=O)[O-])cc2)nc2[nH]ncc12,0,i,0.7,-3,4,i,i,i,i,-46,i
CCOCCc1nnc(NC(=O)CCS(=O)(=O)c2ccccc2)s1,1,i,-1.4,-20,-5,i,i,i,i,-20,i
CCOC(=O)C1CCCN(C(=O)c2cn(CC)c(=O)c3cc(OC)c(OC)cc23)C1 (stereo not drawn),4,i,0.7,0,-2,i,i,i,i,-8,i
